Assay outcomes as filed in PubChem BioAssay.
BCR signal inh: chronic active BCR signaling inhibition; ABC-DLBCL IkBa-CBG/CBR reporter, luminescence ratio, 4 h; Potency, µM (titrated, usually from 46.1 µM), for inactives: at the highest dose ratio change, negative = lower green/red ratio, usual class: inhibitors; hit rate 0.05% among 340,000; active = well fitted inhibition curve with a large enough effect in the signal ratio, with a control signal flat, not every such curve was filed as active; inconclusive = small, poorly fitted or top-dose-only effect, or effect the other way, or a change in a side signal; the % refers to the signal ratio;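 note: potency is the fitted concentration of half-maximal effect; plate controls were basal doxycycline-induced cells for no effect and cells given 10 µM MG132 for full effect; MG132 reads +100%, hits lower the ratio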
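Compounds up to 46 uM were incubated four hours with TMD8 cells whose green CBG68 luciferase is fused to IkappaBalpha; red CBR luminescence normalised the signal, and concentration-effect curves were fitted to fusion, red and ratio data.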
Eya2 inh: Eya2 (human) phosphatase inhibition. O00167. recombinant Eya2, OMFP fluorescence dephosphorylation (OMFP is methylfluorescein phosphate). Potency, µM (highest dose often 76.9 µM), for inactives: at the highest dose activity, negative = inhibition, hits mostly inhibitors. hit rate 0.006% among 330,000; note: potency is the fitted concentration of half-maximal effect; % is set by controls: 0 for no effect and ±100 for the full control effect
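Eya2 protein (added as 0.2 uM solution) was preincubated with compound for 10 min at ambient temperature in 50 mM HEPES pH 7.5, 50 mM NaCl, 5 uM MgCl2, 0.05% BSA, 1 mM DTT. OMFP (added at 50 uM) then reacted 10 min; fluorescence read at 485/525 nm.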
TCR act: activates T cell receptor signaling; Potency, µM (highest dose often 9.22 µM), without a hit: top-dose activation of IL-2 secretion, usual class: activators; primary human leukocytes, anti-CD3, IL-2 HTRF, 48 h; AID 504894; 330,000 tested, under 10 active; note: % of control where 0% means no effect
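Human primary leukocytes + a-CD3 beads + cpd, 48 hr; IL-2 in supernatant by HTRF (ex 320nm / em 665nm). No co-stimulatory signal supplied.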
B2AR arrestin: recruits beta-arrestin to the human beta2-adrenergic receptor; beta-arrestin recruitment to beta2AR, cell-based reporter; hit rate 0.02% among 330,000; Potency, µM (series often up to 46.1 µM), for the others: at the highest dose activation, usual class: activators;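 note: potency is the fitted concentration of half-maximal effect; 0% = DMSO controls and full agonism = EC100 isoproterenol or metaproterenol; nearly all actives have a fitted effect of over 65% in size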
Tb PFK inh: T. brucei PFK enzyme inhibition; Potency, µM (top dose mostly 57.5 µM), for inactives: top-dose activity, negative = inhibition, most hits filed as inhibitors; O15648; AID 485367; T. brucei PFK, ADP-Glo luminescence; hit rate 0.17% among 330,000;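 note: potency is the fitted concentration of half-maximal effect; 0% = uninhibited 1x PFK enzyme wells and -100% = no-enzyme wells; nearly all actives have a fitted effect of over 60% in size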
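ADP-Glo luminescence quantified ADP after 45 min at room temperature, with 1.25 nM T. brucei PFK, 0.1 mM ATP and 0.5 mM fructose-6-phosphate in pH 8.0 TEA buffer. qHTS titrations up to 57 µM; curves classified by quality.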
Mito fusion yeast: blocks mitochondrial division or promotes mitochondrial fusion; S. cerevisiae fusion-defective mutant growth rescue, CellTiterGlo 48 h; AID 485298; hit rate 0.23% among 320,000; Potency, µM (doses to about 46.1 µM), without a hit: at the top dose growth rescue (activation), actives largely listed as activators;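 note: potency is the fitted concentration of half-maximal effect; % of control where 0% means no effect; nearly all actives have a fitted effect of over 45% in size; temperature-sensitive fusion mutants such as fzo1-1 at 37 °C on non-fermentable ethanol glycerol medium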
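Luminescent cell viability in 1536-well qHTS format served as the measure of rescued growth in ts fusion-mutant S. cerevisiae cultured on non-fermentable YPEG for 48 hours at 37C.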
TSHR antagonist: human thyrotropin receptor antagonism | AID 504810 | activity change, negative = inhibition, % at 11.5 µM | TSHR-expressing cells, TSH-stimulated cAMP HTRF, 2 h; hits give low values | hit rate 0.2% among 330,000;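 active = activity change below a set negative limit, meaning inhibition stronger than a set level, cut at about -70% in these data; inconclusive = activity change between two set negative limits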; note: % is set by controls: 0 for no effect and ±100 for the full control effect
Target sequence (P16473 whole entry, looked up): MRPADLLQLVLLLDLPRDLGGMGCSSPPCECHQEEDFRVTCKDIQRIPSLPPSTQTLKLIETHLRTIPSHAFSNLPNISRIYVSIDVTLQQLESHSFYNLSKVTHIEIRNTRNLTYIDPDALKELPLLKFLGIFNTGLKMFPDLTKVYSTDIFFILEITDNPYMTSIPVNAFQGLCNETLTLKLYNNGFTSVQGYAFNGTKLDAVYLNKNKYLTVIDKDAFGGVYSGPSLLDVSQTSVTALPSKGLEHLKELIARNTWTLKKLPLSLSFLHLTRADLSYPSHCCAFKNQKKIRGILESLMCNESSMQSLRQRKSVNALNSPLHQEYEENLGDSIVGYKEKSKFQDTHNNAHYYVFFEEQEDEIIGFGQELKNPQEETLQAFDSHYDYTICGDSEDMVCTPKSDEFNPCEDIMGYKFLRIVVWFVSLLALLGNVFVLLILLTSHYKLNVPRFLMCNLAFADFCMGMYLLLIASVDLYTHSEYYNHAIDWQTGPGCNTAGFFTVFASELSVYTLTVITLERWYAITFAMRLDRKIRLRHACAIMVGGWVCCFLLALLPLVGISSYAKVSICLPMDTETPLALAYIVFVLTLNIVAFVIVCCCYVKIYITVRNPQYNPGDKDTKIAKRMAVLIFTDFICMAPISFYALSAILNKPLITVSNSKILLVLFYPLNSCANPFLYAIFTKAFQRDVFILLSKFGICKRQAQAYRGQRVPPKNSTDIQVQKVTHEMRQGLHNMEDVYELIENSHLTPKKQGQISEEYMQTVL
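Read-out is FRET at 665 nm (cryptate excitation 337 nm) from a cryptate-tagged anti-cAMP antibody, competed by cell cAMP against cAMP-d2. Compounds are tested on freshly harvested TSHR cells challenged with 4nM TSH (EC80) for 2 hours at 37 deg C.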
USP2a inh: blocks human ubiquitin-specific protease USP2a | O75604 | USP2 core, Ub-CHOP2 coupled fluorogenic reporter, 485/531 | Potency, µM (top dose mostly 38.3 µM), without a hit: at the top dose activity change, negative = inhibition, most hits filed as inhibitors | hit rate 0.01% among 330,000 | AID 463254;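 note: potency is the fitted concentration of half-maximal effect; plate controls were DMSO wells for no effect and full inhibition by NEM control for full effect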
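USP2 core (10nM final) preincubated 30min RT with compound in 20mM Tris-HCl pH 8.0, 2mM CaCl2, 2mM beta-mercaptoethanol, 0.05% CHAPS; 25nM Ub-CHOP2 plus 25nM reporter substrate added, fluorescence (Ex485/Em531) read after 60min.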
PTAP TSG101 blk: blocks PTAP/TSG101 interaction to inhibit HIV-1 budding. Q99816. Fluorescence polarization, FITC-PTAP peptide / Tsg101 binding. Potency, µM (highest dose often 115 µM), inactives show at the highest dose activity change, negative = inhibition, actives largely listed as inhibitors. 340,000 tested, under 10 active; active = well fitted inhibition curve with a large enough effect in the main read-out, with a control signal flat, not every such curve was filed as active; inconclusive = small, poorly fitted or top-dose-only effect, or effect the other way, or a change in a side signal; inactive = no such curve, though single readings can be large or run the other way; note: potency is the fitted concentration of half-maximal effect; % of control where 0% means no effect
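Compounds were pin-transferred onto Tsg101 binding domain (10 uM final) in HEPES pH 7.5 buffer, then FITC-PTAP peptide was added at 50 nM final. After 20 min at RT, polarization reported peptide displacement across a qHTS concentration series.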
ELG1 repair inh: inhibitors of ELG1-dependent DNA repair in HEK293T cells; HEK293T ELG1-luciferase reporter, luminescence, 16 h; DNA damage induced by 5-fluorouridine; Potency, µM (titrated, usually from 46.1 µM), for the others: at the top dose activity change, negative = inhibition, actives largely listed as inhibitors; hit rate 2.3% among 330,000; AID 504467; note: potency is the fitted concentration of half-maximal effect; % is set by controls: 0 for no effect and ±100 for the full control effect; nearly all actives have a fitted effect of over 55% in size
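DMSO vehicle served as the neutral condition. Each well held 2,000 cells given 5-fluorouridine plus compound; after 16 hr at 37 °C/5% CO2, ONE-Glo was added and luciferase measured 30 min later.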
uPA surface inh: cell surface uPA generation inhibition; cell surface uPA generation assay, qHTS; Potency, µM (highest dose often 38.3 µM), for the others: at the top dose activity change, negative = inhibition, most hits filed as inhibitors; hit rate 0.31% among 330,000; AID 540303; active = well fitted inhibition curve with a large enough effect; inconclusive = small, poorly fitted or top-dose-only effect; inactive = no such curve, though single readings can be large or run the other way; tested in mouse RAW 264.7 cells; note: potency is the fitted concentration of half-maximal effect; % is set by controls: 0 for no effect and ±100 for the full control effect; nearly all actives have a fitted effect of over 55% in size
Active calls of the source: *; u = inconclusive; x = no result given; & = joins results of further samples; [ ] = dose if it differs, or a comment. Unless noted, calls come from the whole dose curve; as a rule, active = well fitted curve in the direction sought with a large enough effect; inconclusive = small, poorly fitted or top-dose-only effect, or another doubt; inactive = no such curve, though single readings can be large; an effect the other way counts as inactive or inconclusive.

Value order – BCR signal inh, Eya2 inh, TCR act, B2AR arrestin, Tb PFK inh, Mito fusion yeast, TSHR antagonist, USP2a inh, PTAP TSG101 blk, ELG1 repair inh, uPA surface inh
- CC(Nc1oc(-c2ccco2)nc1C#N)c1ccccc1 (configuration not stated)
    4%, -4%, 2%[46.1 µM], -0.5%, 0%, u, 3, 0%, -1%, -23%, -2%
- CCOC(=O)C1(Cc2ccc(OC)cc2)CCN(C(=O)CCN2CCCC2=O)CC1
    -6%, 4%, 3%, 0.1%, -7%, -3%, 16, 0%, 2%, 9%, 10%
- O=C(Nc1ccc(S(=O)(=O)N2CCCCC2)cc1)C1CCN(C(=O)c2ccco2)CC1
    -14%, -12%, 2%, -0.6%, 4%, -1%, -20, 4%, 0%, -13%, -1%
- COc1ccc(OC)c(NC(=O)c2ccc(-c3csc(C)n3)cc2)c1
    u, -6%, x, 0.7%, 4%, 2%, -13, -5%, 2%, u, 0%
- COc1ccc(CCNC(=O)C2=CC=CN3CCS(=O)(=O)N=C23)cc1
    1%, 9%, 2%, -0.1%, 8%, -6%, 0, -1%, 1%, 25%, u
- CC(C)N(C(=O)CSc1ccc(S(=O)(=O)N2CCCCC2)cn1)c1ccccc1
    3%, -22%, -1%, -0.5%, -1%, 14%, -10, -3%, -7%, u, -29%
- CC(=O)c1cccc(NC(=O)NNC(=O)c2ccc(Cl)cc2Cl)c1
    14%, -1%, -5%, -0.8%, u, -2%, 2, -2%, -4%, u, x
- COc1ccc2[nH]c3nc(SCC(=O)NNC(=O)c4ccc(OC)c(OC)c4)nnc3c2c1
    -8%, -6%, 0%, 0.4%, -2%, 1%, 8, 4%, -3%, 17%, x
- N/C(=N\OC(=O)Cc1ccccc1)c1ccccn1
    4%, 7%, 4%, 0.3%, 0%, -2%, 0, -1%, -3%, u, 1%
- O=C(c1ccccc1)c1c[nH]c2cc3c(cc2c1=O)OCCO3
    -3%, 1%, 3%[46.1 µM], -0.4%, 0%, -1%, 18, 2%, -1%, u, -4%
- COC(=O)c1sc(N2C(=O)C(O)=C(C(=O)c3ccc(C)o3)C2c2ccc(OC)c(OC)c2)nc1C (configuration not stated)
    -8%, 3%, 6%, 0.0%, u, 0%, 44, 3%, -4%, -2%, -8%
- COc1ccccc1NS(=O)(=O)c1cc(N2Cc3ccccc3C2=N)ccc1N1CCOCC1
    1%, 0%, 3%, 0.4%, 0%, -2%, -1, 1%, -2%, 1%, -11%
- Cc1cc(=O)oc2cc(OCC(=O)OCC(=O)NCCc3ccccc3)ccc12
    -2%, -22%, 7%, -0.2%, -4%, -4%, -13, -1%, 1%, -2%, 6%
- C=CCNC(=O)c1cc2sccc2n1C
    -9%, 9%, -9%, 0.0%, -3%, -3%, 6, 0%, -9%, 10%, 2%
- COC(=O)c1ccccc1NC(=O)CCn1c(=O)oc2ccccc21
    -13%, -10%, 5%, -0.2%, 1%, 1%, 0, 2%, -4%, 13%, 1%

Value order – BCR signal inh, Eya2 inh, TCR act, B2AR arrestin, Tb PFK inh, Mito fusion yeast, TSHR antagonist, USP2a inh, PTAP TSG101 blk, ELG1 repair inh, uPA surface inh
- CC(C)Cc1nc(Cl)c(C#N)c2c1CCC2
    1%, 6%, 9%, -0.1%, 7%, 2%, 11, 1%, -5%, -2%, 12%
- COc1ccc(NC(=O)CCCSc2ccccc2)cc1S(N)(=O)=O
    13%, 7%, -1%, -1.0%, -2%, -3%, -2, -1%, -2%, -4%, -1%
- CSCC[C@H](NC(=O)[C@@H]1CSC2c3ccccc3C(=O)N21)C(=O)NCc1ccco1 (some centres not stated)
    3%, 10%, -2%, -0.1%, 0%, 1%, -9, 1%, -1%, -1%, -5%
- CCNC(=S)NNC(=O)CC(C)C
    4%, -14%, -2%, -0.2%, -7%, -1%, 2, 1%, 0%, -7%, x
- Cc1ccc2[nH]c3c(=O)n(N)c(C)nc3c2c1
    -1%, 4%, 12%, 0.1%, -2%, -4%, -1, 4%, -1%, u, -3%
- Cc1cc(NC(=O)CCC(=O)N(c2ccccc2)C(C(=O)NC2CCCC2)c2cccs2)no1 (configuration not stated)
    2%, -34%, -4%, -0.8%, -2%, 6%, -7, -3%, -1%, -21%, -9%
- COc1ccc(S(=O)(=O)Oc2cccc(C(=S)N3CCOCC3)c2)cc1
    1%, 4%, -3%, 0.2%, -2%, 3%, -9, 1%, -1%, -4%, 0%
- Cc1ccc(NC(=O)c2ccc(F)cc2F)cc1NS(C)(=O)=O
    -1%, 17%, 0%, -0.2%, 3%, 0%, -7, -2%, 0%, 5%, -5%
- CCN(CC)CCNC(=O)c1ccc(Sc2ccc(Cl)cc2)c(NC(C)=O)c1
    u, 5%, 1%, -0.1%, -1%, -1%, 1, 2%, -7%, -11%, 4%
- COCCN(C(=O)COC(=O)c1cc2c(s1)CCCC2)c1c(N)n(Cc2ccccc2)c(=O)[nH]c1=O
    0%, -10%, -1%, 0.0%, -22%, -1%, 5, 1%, 0%, -4%, 2%
- N#Cc1ccc(CSCC(=O)O)cc1
    4%, -2%, 0%, 0.6%, 4%, -1%, -11, -1%, -11%, 6%, 10%
- CC(=O)Nc1ccc(NC(=O)c2ccc(NC(=O)c3ccccc3)cc2)cc1
    0%, 6%, -5%, 0.0%, 0%, 0%, -3, -1%, -2%, 15%, 9%
- CC(C)C(=O)Nc1nnc(S(=O)(=O)N(C)c2ccc(Cl)cc2)s1
    2%, 14%, 0%, -0.3%, 7%, 4%, u, 0%, 2%, -5%, 0%
- O=C(Nc1ccc(C2=NCCN2)cc1)c1ccc(Cl)c(C(=O)Nc2ccc(C3=NCCN3)cc2)c1
    0%, -2%, x, -0.7%, u, 1%, 11, -21%, x, 6%, x
- COc1ccc(C(=O)/C=C/c2ccc3c(c2)OCCO3)cc1
    u, 12%, 11%, -0.6%, 1%, -10%, -6, 3%, 1%, u, -5%

Value order – BCR signal inh, Eya2 inh, TCR act, B2AR arrestin, Tb PFK inh, Mito fusion yeast, TSHR antagonist, USP2a inh, PTAP TSG101 blk, ELG1 repair inh, uPA surface inh
- COc1ccc(C2(c3ccc(OC)cc3)NC(=O)N(CC(=O)NC(C)C)C2=O)cc1
    1%, 15%, 2%, -0.1%, 6%, -7%, -15, -1%, 1%, -4%, 0%
- CN(C)S(=O)(=O)c1cccc(NC(=O)CCc2nc3cc(S(=O)(=O)N4CCOCC4)ccc3n2C)c1
    5%, 14%, 4%, 0.4%, -2%, 3%, -1, 1%, -10%, 9%, -3%
- COc1cc(-c2noc(C)c2-c2ccc3[nH]ccc3c2)cc(OC)c1OC
    u, 6%, -2%, -2.4%, 3%, 6%, -12, -5%, -1%, u, 0.56µM*
- O=C(NCc1ccccc1)c1ccc2nccnc2c1
    6%, -8%, 4%, -0.2%, 0%, -12%, 6, 1%, -2%, u, 5%
- C/C(N)=C(/C#N)C(=O)CSc1n[nH]c(-c2ccccc2Br)n1
    -5%, 22%, 8%&3%, 0.0%, 0%, 8%, 12, 1%, -6%&-4%, u, -1%&-2%
- O=C1CN(c2ccc(Cl)cc2)C2(CCCCC2)S1
    -1%, 0%, 2%[46.1 µM], -0.3%, -7%, 9%, 8, 1%, 0%, 0%, -6%
- Cc1ccc(C2C3=C(CC(C)(C)CC3=O)OC3=C2C(=O)CC(C)(C)C3)cc1
    3%, 6%, 4%, 0.0%, 13%, 7%, 0, 0%, 0%, 9%, 2%
- O=C(Nc1nc2ccccc2[nH]1)c1ccccc1[N+](=O)[O-]
    u, 1%, 0%, 0.1%, 1%, -4%, -2, 2%, 1%, u, -7%

One compound at a time (already shown). Order of values: BCR signal inh	Eya2 inh	TCR act	B2AR arrestin	Tb PFK inh	Mito fusion yeast	TSHR antagonist	USP2a inh	PTAP TSG101 blk	ELG1 repair inh	uPA surface inh
`O=C(c1ccccc1)c1c[nH]c2cc3c(cc2c1=O)OCCO3` across the screens: -3%	1%	3%[46.1 µM]	-0.4%	0%	-1%	18	2%	-1%	u	-4%
`Cc1ccc(C2C3=C(CC(C)(C)CC3=O)OC3=C2C(=O)CC(C)(C)C3)cc1` across the screens: 3%	6%	4%	0.0%	13%	7%	0	0%	0%	9%	2%
